# Screens (PubChem BioAssay)
# Rad51 HR inh: human RAD51 strand exchange inhibitors, primary screen, biochemical, fluorescence. AID 1385, 2008. 0.085% of 200,000 active. inhibition, % at 10 µM. DNA repair protein RAD51 homolog 1 (Homo sapiens), Q06609. hRad51 DNA strand exchange, fluorescence dequenching;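 active = inhibition above 40% at the single screening dose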;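 also: 0% = DMSO control wells and 100% = blanks with heterologous ssDNA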
#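 Material: human Rad51–ssDNA filaments; Probe or stimulus: labelled 47-mer dsDNA for strand exchange; Doses: single 10 µM dose; Incubation: 37 °C 15-min filament assembly, 30-min compound preincubation, 15-min exchange; Technique: FRET fluorescence dequenching, excitation 485 nm, emission 520 nm; Measure: Fluorescence-based percent inhibition, control- and blank-normalised; Benchmarks: plate control and blank wells.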
# Furin inh: human furin inhibitors, primary screen, biochemical, fluorescence intensity. P09958. purified furin, fluorogenic substrate cleavage. inhibition, % at 30 µM. 0.061% of 220,000 active; in the data active = inhibition above about 25%; also: inactives centre near -15
# Target sequence (P09958 108-714 limits assumed): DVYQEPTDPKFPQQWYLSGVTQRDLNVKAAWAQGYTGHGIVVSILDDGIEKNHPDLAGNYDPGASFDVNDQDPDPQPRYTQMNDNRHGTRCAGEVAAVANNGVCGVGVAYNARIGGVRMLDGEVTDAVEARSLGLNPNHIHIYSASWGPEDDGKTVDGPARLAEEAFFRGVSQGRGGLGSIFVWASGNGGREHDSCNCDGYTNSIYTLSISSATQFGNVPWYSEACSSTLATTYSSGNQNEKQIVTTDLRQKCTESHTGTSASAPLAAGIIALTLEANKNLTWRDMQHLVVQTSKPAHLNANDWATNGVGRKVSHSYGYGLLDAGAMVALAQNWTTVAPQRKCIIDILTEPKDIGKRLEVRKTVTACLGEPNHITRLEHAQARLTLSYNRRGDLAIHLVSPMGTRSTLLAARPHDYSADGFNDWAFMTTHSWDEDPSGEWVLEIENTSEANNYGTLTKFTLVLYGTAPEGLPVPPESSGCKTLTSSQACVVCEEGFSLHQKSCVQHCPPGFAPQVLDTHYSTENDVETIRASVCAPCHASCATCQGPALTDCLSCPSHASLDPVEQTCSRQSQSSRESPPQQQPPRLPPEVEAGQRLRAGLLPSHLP
# thrombin 1536: human alpha-thrombin inhibitors, primary screen, counter-screen for coagulation protease inhibitor project, biochemical, 1536-well, fluorogenic AMC substrate. Prothrombin (Homo sapiens), P00734. Boc-VPR-AMC fluorogenic substrate cleavage. inhibition, % at 5 µM. 0.26% of 220,000 active;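 active = inhibition at or above 40%; inactive = inhibition below 40%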;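 also: 0% = enzyme with no compound and 100% = wells without enzyme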
#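 Material: human alpha-thrombin protein. Incubation: reaction at ambient temperature. Technique: fluorescence of released AMC, ex 355 nm, em 460 nm. Control set: no-compound enzyme wells and no-enzyme blanks. Also added: Boc-VPR-AMC substrate, 15 µM final. Buffer or medium: pH 7.5 Tris (50 mM) with NaCl 150 mM, Tween 20 0.05%.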
# KLK5 inh: human KLK5 protease inhibitors, primary screen, biochemical, 1536-well; recombinant hK5, fluorogenic AMC substrate cleavage; inhibition, % at 5 µM; 0.59% of 210,000 active;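 active = inhibition of 40% or more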;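 also: 0% = enzyme controls without compound and 100% = no-enzyme blanks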
# Target sequence (Q9Y337 67-293 limits assumed): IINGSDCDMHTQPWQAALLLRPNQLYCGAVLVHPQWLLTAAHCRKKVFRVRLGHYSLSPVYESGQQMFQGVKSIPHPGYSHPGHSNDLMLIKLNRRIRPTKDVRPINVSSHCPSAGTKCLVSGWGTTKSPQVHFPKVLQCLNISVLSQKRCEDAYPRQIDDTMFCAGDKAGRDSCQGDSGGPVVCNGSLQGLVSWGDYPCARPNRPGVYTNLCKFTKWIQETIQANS
# 14-3-3 Bad inh: inhibitors of 14-3-3 zeta/Bad binding, primary screen, biochemical, TR-FRET, bovine 14-3-3 zeta. 14-3-3 protein zeta/delta (Bos taurus), P63103. inhibition, % at 21.7 µM. TR-FRET 14-3-3zeta/Dy647-pBad peptide displacement, 1 h. 0.71% of 220,000 active;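 active = inhibition above about 70%, limit read from the data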;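 also: 0% = full 14-3-3 plus peptide FRET controls and 100% = background without 14-3-3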
# EBV gp42 block: Epstein-Barr virus gp42 inhibitors, primary screen, biochemical, uHTS, fluorescence polarization; Glycoprotein 42 (Epstein-Barr virus (strain AG876)), Q1HVG2; inhibition, % (tested at 21.74 µM); Fluorescence polarization binding assay, mP read-out; 0.42% of 220,000 active; AID 1085, 2008; in the data active = inhibition above about 50%
# Target sequence (Q1HVG2 whole entry, looked up): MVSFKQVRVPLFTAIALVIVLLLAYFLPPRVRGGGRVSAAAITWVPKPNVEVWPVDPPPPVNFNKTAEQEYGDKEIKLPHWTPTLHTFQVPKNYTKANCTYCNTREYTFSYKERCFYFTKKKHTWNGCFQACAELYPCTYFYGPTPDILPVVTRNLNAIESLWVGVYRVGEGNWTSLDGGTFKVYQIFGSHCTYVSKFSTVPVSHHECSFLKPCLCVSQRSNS
# NCF1 inh: p47phox/p22phox peptide binding inhibitors, primary screen, biochemical, uHTS, NADPH oxidase regulatory subunit | 0.53% of 220,000 active | Neutrophil cytosol factor 1 (Homo sapiens), P14598 | inhibition, % at 24.7 µM | fluorescence polarization, 2 h;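 also: 0% = p47phox with labelled peptide and 100% = labelled peptide alone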
# eIF4E 4G PPI: eIF4E–eIF4G protein interaction inhibitors, primary screen, biochemical, uHTS, TR-FRET, eIF4GI fragment; TR-FRET eIF4E-eIF4GI(517-606) binding, 2 h; inhibition, % at 21.7 µM; 0.37% of 220,000 active; AID 782, 2007;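 also: 0% = full FRET control wells and 100% = background wells lacking eIF4GI fragment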
# KCC2 mod: KCC2 cotransporter modulators, thallium flux, primary screen, cell-based, HEK293 KCC2, FluoZin-2 fluorescence, MLSMR | KCC2 cells, thallium flux FluoZin-2 fluorescence | Solute carrier family 12 member 5 (Homo sapiens), Q9H2X9 | B-score of Tl+ flux slope (higher = more flux/activation; lower = inhibition) at 10 µM | 2.2% of 190,000 active;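 active = thallium flux slope and its plate-corrected score both differing from the plate sample mean at a set confidence after two filtering rounds, in either direction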;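 also: slope of fluorescence scaled to starting intensity during 10 to 20 s after thallium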
# Active calls of the source: *; i = inactive; . = not tested or not shown; [ ] = another dose, or the depositor's remark.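 The calls were made as follows, unless noted: active = inhibition above about 30% (limit read from the data); inactive = the rest.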
# Second line of a record – Rad51 HR inh, Furin inh, thrombin 1536, KLK5 inh, 14-3-3 Bad inh, EBV gp42 block, NCF1 inh, eIF4E 4G PPI, KCC2 mod
1	CCOC(=O)C1CCN(S(=O)(=O)c2ccc(Br)c(OCC)c2)CC1
 : -13, -18[20 µM], -3, -23, 7, -30, -7, 2, -1.7
2	O=C(NC(NC(=S)Nc1ccccc1C(=O)O)C(Cl)(Cl)Cl)c1ccccc1 (stereo not drawn)
 : 13, -23, -7, -8, -5, -14, -3, 0, 0.51
3	CCCCNC(=O)NNc1nc(Cl)cc(C)c1C#N
 : 2, -22, 2, 4, -3, -8, 6, -2, 0.022
4	COc1cc(NC(=O)Cn2nc(Cc3cccnc3)c3ccccc3c2=O)cc(OC)c1OC
 : -7, -33, -2, -4, 6, -6, -10, -1, .
5	CC1(C)Cn2c(nnc2-c2ccccc2)S1
 : -4, -10[20 µM], -8, -1, 4, -5, -6, -1, .
6	CN1CCN(C(=S)C(=O)NCc2ccccc2)CC1
 : 0, -18, -9, 3, -5, -1, 7, -3, -0.043
7	CCSc1nc(C)c(CC)c(C)c1C(N)=O
 : 8, -1[20 µM], -2, -4, -6, -19, -10, -13, -1.6
8	COc1ccc(NC(=S)c2ccccc2)cc1
 : ., -7, 1, -24, -16, -12, -12, 4, -0.079
9	Oc1c(Cl)cc(Cl)c2c1NCCC2
 : ., -18[20 µM], -5, -52, 18, -11, -1, 0[fluorescence artefact?], 14*
10	COc1ccc(CCCc2n[nH]c(=S)o2)cc1C
 : 1, -26, -1, 6, -7, -13, 6, 2, -1.2
11	CCn1c(SCC(=O)Nc2nc3ccc(OC)cc3s2)nc2c1c(=O)n(C)c(=O)n2C
 : 6, -15, -1, -19, -13, -24, -65, -16, -1.6
12	Cc1nnc(NC(=O)C2CCCCC2)s1
 : -3, -24, -6, 7, -5, 8, -11, 4, 0.33
13	O=C(O)c1ccc(N/N=C/c2cc3ccccc3nc2Cl)cc1
 : -12, -1, 0, 2, 6, 8, -26, 0, -0.74
14	Cc1ccc(NC(=O)COC(=O)c2ccnn2C)cc1
 : -3, -7, 2, -4, -12, 1, -39, -2, 0.56
15	COc1ccc(N(CC(=O)NCc2ccccc2)C(=O)Cn2nnc(-c3ccccc3F)n2)cc1OC
 : ., -35, 3, 18, -2, 0, ., -1, -1.5
16	O=C(CNS(=O)(=O)c1ccccc1F)Nc1ccc(N2CCOCC2)cc1
 : 3, -11[20 µM], -5, -7, 1, 1, -133, -1[fluorescence artefact?], 0.088
17	CCCNS(=O)(=O)c1ccc(CCC(=O)Nc2ccc3c(c2)OCO3)cc1
 : 3, -15, 6, 32, -11, 4, 8, -15, .
18	NC12CC3CC(C1)CC(CO)(C3)O2
 : 2, -28, -2, -18, -3[fluorescence artefact?], -19, -9, 6, 0.27
19	Cc1ccc(-c2nn(-c3ccccc3)cc2C=C2C(=O)CC(C)(C)CC2=O)cc1
 : -6, -15[20 µM], -4, -2, 9, -1, -21, 2, 0.02
20	CNC(=O)c1cc2c(ccc3ccccc32)o1
 : 9, -29, 1, -7, 8, -6, -8, 5, -0.86
21	CC1CCCN(c2ccc(C(=O)OCn3nnc4ccccc4c3=O)cc2[N+](=O)[O-])C1 (stereo not drawn)
 : 4, -2, -10, -5, -2, -21, -8, -1, -0.6
22	Cc1ccc(Cn2cccc(NC(=O)NCc3ccccc3)c2=O)cc1
 : -3, -12[20 µM], 3, 8, 11, -23, 2, 8, 0.8
23	CCCc1nn(C)c(C(=O)Nc2ccc(C)c(C)c2)c1Cl
 : 2, -23, 0, -9, -7[fluorescence artefact?], -15, 1, 8, -0.045
24	COC(=O)c1ccc(NC(=S)NC2CCc3ccccc32)cc1 (stereo not drawn)
 : -7, -10, -2, 3, -16, -4, 2, 1, 0.16
25	Fc1ccccc1Nc1nc(Cl)nc(Cl)n1
 : 10, -16, -1, -10, 36, -4, 2, 0, 0.22
26	O=c1c(Cl)c(Cl)cnn1Cc1nnc(-c2ccccc2Br)o1
 : 1, -37, 3, -14, 8, -16, -27, 1, -1.4
27	CCS(=O)(=O)c1ccc2c(c1)N(S(C)(=O)=O)CC(C(=O)NC1CC1)O2 (stereo not drawn)
 : -2, -4[20 µM], -7, 8, 10, -19, -3, -4, -0.15
28	S=C1N(c2ccccc2)CN(CCN2CCOCC2)CN1c1ccccc1
 : ., -4, -4, 1, -8, 0, 1, 39*, -0.19
29	CN1C(=O)/C(=C/c2cc3c(cc2Br)OCO3)NC1=S
 : ., -20, -3, 1, 17, -9, -8, 3, 7.1*
30	O=[N+]([O-])c1cc(S(=O)(=O)C(F)(F)F)ccc1N1CCN(c2ccccc2)CC1
 : -12, -2, -6, -20, -14, -2, -3, -3, -0.52

# Structural class, the compounds so far containing a COOH group.
# Second line of a record – Rad51 HR inh, Furin inh, thrombin 1536, KLK5 inh, 14-3-3 Bad inh, EBV gp42 block, NCF1 inh, eIF4E 4G PPI, KCC2 mod
2	O=C(NC(NC(=S)Nc1ccccc1C(=O)O)C(Cl)(Cl)Cl)c1ccccc1 (stereo not drawn)
 : 13, -23, -7, -8, -5, -14, -3, 0, 0.51
13	O=C(O)c1ccc(N/N=C/c2cc3ccccc3nc2Cl)cc1
 : -12, -1, 0, 2, 6, 8, -26, 0, -0.74

# (further entries)
# Second line of a record – Rad51 HR inh, Furin inh, thrombin 1536, KLK5 inh, 14-3-3 Bad inh, EBV gp42 block, NCF1 inh, eIF4E 4G PPI, KCC2 mod
31	COC(=O)c1ccc(Cl)c(-c2ccc(/C=N/NC(=O)Nc3ccccc3)o2)c1
 : -6, -8[20 µM], 2, -26, -6, -8, -4, 0, -0.29
32	CC(=O)Nc1ccc(-c2cc(-c3ccc(NC(C)=O)cc3)nc(-c3ccc(NC(C)=O)cc3)n2)cc1
 : ., -22, -7, -20, 10, 4, -25, 5, 0.43
33	N/C(=N\OC(=O)Cc1cccs1)c1cccc([N+](=O)[O-])c1
 : ., -21, -2, 1, 11[fluorescence artefact?], -6, -10, -5, -1.3
34	CN1CCN(S(=O)(=O)c2cc([N+](=O)[O-])ccc2N2CCCCCC2)CC1
 : -9, 10, 2, 12, -8, 5, -11, 6, 0.62
35	COC(=O)c1[nH]c2cccc(OC)c2c1NC(=O)CN1CC(C)OC(C)C1 (stereo not drawn)
 : -4, 3[20 µM], -6, -28, -14, -22, -8, -7, -0.17
36	CCCCC(=O)NC(c1cccc([N+](=O)[O-])c1)c1c(OC(C)=O)ccc2ccccc12 (stereo not drawn)
 : 1, -5[20 µM], -5, -14, 1[fluorescence artefact?], 0, -3, 1, -2.7
37	CC(=O)c1c(C)oc2ccc(N(C(C)=O)S(=O)(=O)c3cccc([N+](=O)[O-])c3)cc12
 : 6, -11, 2, -20, -7, -11, -11, -1, 1.1
38	N#Cc1nc(COc2ccc(Br)cc2)oc1N1CCN(Cc2ccccc2)CC1
 : 5, -17, -2, -13, 7, 6, -32, 5, .
39	CCCOc1ccc(/C=N/NC(=O)c2ccc(Cn3cc([N+](=O)[O-])cn3)o2)cc1
 : ., -5[20 µM], -6, -4, -1[fluorescence artefact?], 1, -10, -12[fluorescence artefact?], -0.84
40	Cc1ccc2[nH]c(=O)c(CN(CCO)C(=O)NCc3ccccc3)cc2c1
 : 0, ., -6, -9, 4[fluorescence artefact?], -24, 14, 5, .
41	CCc1nc(SCc2ccccn2)c2c(=O)n(C)c(=O)n(C)c2n1
 : 5, -22, -3, -1, 3, -4, 0, -1, -1.4
42	CCCCCOc1ccc(CSC2=NCCN2)cc1[N+](=O)[O-]
 : 6, -10, -6, -5, -3[fluorescence artefact?], -1, 4, 0, 0.019
43	O=C(CC1NC(=O)NC1=O)Nc1cccc2ccccc12 (stereo not drawn)
 : 4, -10[20 µM], -17, -9, 1, 3, 11, -5, 0.94
44	CCCN(CCC)C(=O)c1c(C)[nH]c(C(=O)OCC)c1C
 : -5, -11, -7, 22, -4, 1, -4, -2, 0.19
45	CCOc1ccc(OCc2ccc(C(=O)N/N=C(\C)c3ccccn3)cc2)cc1
 : 11, -18, 5, -3, -8, -8, 10, -6, 9*
46	C/C(=C(\C#N)C(=O)NC1CCCCC1)N(C)C
 : -4, -21, 7, 2, 3, -31, -11, 4, .
47	Cc1ccc2oc(-c3cccc(NC(=O)C4CCCO4)c3)nc2c1 (stereo not drawn)
 : 3, -1[20 µM], 0, 4, 3, -2, -4, -2, .
48	CC1(C)OC(=O)C(=CNNc2c(Cl)cc(Cl)cc2Cl)C(=O)O1
 : 6, -22, 1, -3, -3, -16, -7, -3, 0.49
49	Cc1nc(SCc2ccc(Br)cc2)[nH]c(=O)c1C
 : -1, -25[20 µM], 4, -6, -7, -14, -4, 8, -1
50	Clc1nnc2ccc(-c3ccccc3)nn12
 : -4, -13, 5, -4, -3, -5, -9, 21, 0.48
51	O=C(OCCN1C(=O)c2cccc3c(N4CCOCC4)ccc(c23)C1=O)c1ccc(Cl)cc1
 : -467, -12, -12, -4, -34, 123*, -87, 22, i
52	NC(=O)c1cc([N+](=O)[O-])ccc1N1CCCCC1
 : ., -7, -3, -7, 4, -11, -5, 3, 1
53	COC(=O)c1sc2ccccc2c1NC(=O)c1ccc(S(=O)(=O)N2CCCCC2)cc1
 : 3, -12, 5, -3, -4[fluorescence artefact?], 6, -4, 3, -0.38
54	Cc1ccsc1/C=N/NS(=O)(=O)c1ccc([N+](=O)[O-])cc1
 : -4, -13, -2, -15, -22, -11, -10, -1[fluorescence artefact?], 1.5
55	CCCCC(=O)Nc1ccc(S(=O)(=O)Nc2nccc(C)n2)cc1
 : 0, -28, -4, -1, -1, -18, -3, 3, 0.36
56	O=C(Nc1cc(S(=O)(=O)N2CCCCC2)ccc1O)c1ccccc1NS(=O)(=O)c1ccc(F)c(F)c1
 : 3, -11, -8, -1, -9, -4, -12, 2, -0.52

# Given with one line to a screen: two of the compounds above.
[10] COc1ccc(CCCc2n[nH]c(=S)o2)cc1C
[16] O=C(CNS(=O)(=O)c1ccccc1F)Nc1ccc(N2CCOCC2)cc1
Compound,10,16
Rad51 HR inh,1,3
Furin inh,-26,-11[20 µM]
thrombin 1536,-1,-5
KLK5 inh,6,-7
14-3-3 Bad inh,-7,1
EBV gp42 block,-13,1
NCF1 inh,6,-133
eIF4E 4G PPI,2,-1[fluorescence artefact?]
KCC2 mod,-1.2,0.088

# Molecules above with a thiophene ring, fused or not:
# Second line of a record – Rad51 HR inh, Furin inh, thrombin 1536, KLK5 inh, 14-3-3 Bad inh, EBV gp42 block, NCF1 inh, eIF4E 4G PPI, KCC2 mod
33	N/C(=N\OC(=O)Cc1cccs1)c1cccc([N+](=O)[O-])c1
 : ., -21, -2, 1, 11[fluorescence artefact?], -6, -10, -5, -1.3
53	COC(=O)c1sc2ccccc2c1NC(=O)c1ccc(S(=O)(=O)N2CCCCC2)cc1
 : 3, -12, 5, -3, -4[fluorescence artefact?], 6, -4, 3, -0.38
54	Cc1ccsc1/C=N/NS(=O)(=O)c1ccc([N+](=O)[O-])cc1
 : -4, -13, -2, -15, -22, -11, -10, -1[fluorescence artefact?], 1.5
